High-throughput results deposited in PubChem by Sanford-Burnham Center for Chemical Genomics.
STEP block = blocks human striatal-enriched tyrosine phosphatase; P54829; recombinant STEP, OMFP fluorogenic substrate, fluorescence; inhibition, % at 20 µM; 360,000 tested, 0.25% active;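 active means inhibition at 20 µM, scaled per plate between control wells, above about 37%, limit read from the data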;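 further: 0% = DMSO with enzyme and substrate and 100% = substrate only without enzyme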
Target sequence (P54829 whole entry, looked up): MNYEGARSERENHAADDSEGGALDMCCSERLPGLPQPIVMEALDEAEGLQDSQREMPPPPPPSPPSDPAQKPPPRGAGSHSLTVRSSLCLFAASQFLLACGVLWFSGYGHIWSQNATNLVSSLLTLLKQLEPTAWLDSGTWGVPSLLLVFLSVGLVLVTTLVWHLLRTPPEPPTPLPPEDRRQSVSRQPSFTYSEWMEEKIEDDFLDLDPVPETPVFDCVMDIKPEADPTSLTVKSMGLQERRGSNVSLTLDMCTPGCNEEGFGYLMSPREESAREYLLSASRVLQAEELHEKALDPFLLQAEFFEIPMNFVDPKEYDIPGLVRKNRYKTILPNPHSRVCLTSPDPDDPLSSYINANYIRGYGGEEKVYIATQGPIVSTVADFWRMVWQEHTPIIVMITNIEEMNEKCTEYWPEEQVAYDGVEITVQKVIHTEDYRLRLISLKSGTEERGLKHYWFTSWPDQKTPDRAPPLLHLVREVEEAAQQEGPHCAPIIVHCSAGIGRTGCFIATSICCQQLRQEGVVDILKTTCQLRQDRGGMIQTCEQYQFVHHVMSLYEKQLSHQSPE
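System: STEP (striatal-enriched tyrosine phosphatase) enzyme, cell-free; medium: Bis-Tris pH 6.0 buffer with DTT, detergent; dosing: 20 µM, 1% DMSO; times: reaction 20 min, ambient temperature; detection: fluorescence, 480/540 nm; read-out basis: normalized % inhibition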
SUMO1 PPI mod = modulators of human SUMO1-mediated protein-protein interactions | P63165 | SUMO1 binding to a labelled peptide, TR-FRET, 1 h | inhibition, % at 20 µM | 360,000 tested, 0.33% active | AID 602429; in the data active means inhibition above about 37%
Target sequence (P63165 whole entry, looked up): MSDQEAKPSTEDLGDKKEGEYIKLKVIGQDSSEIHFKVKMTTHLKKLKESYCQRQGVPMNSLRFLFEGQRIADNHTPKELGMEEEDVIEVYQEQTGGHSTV
LMPTP inh = blocks human LMPTP phosphatase | P24666 | recombinant LMPTP-A, OMFP fluorogenic substrate, fluorescence intensity | inhibition, % at 20 µM | 360,000 tested, 0.22% active | AID 651560;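 active means compounds that cut the enzyme signal by at least half of the control window in the single-dose screen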;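 further: plate controls were DMSO wells with enzyme plus substrate for no effect and substrate without enzyme for full effect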
Target sequence (P24666 whole entry, looked up): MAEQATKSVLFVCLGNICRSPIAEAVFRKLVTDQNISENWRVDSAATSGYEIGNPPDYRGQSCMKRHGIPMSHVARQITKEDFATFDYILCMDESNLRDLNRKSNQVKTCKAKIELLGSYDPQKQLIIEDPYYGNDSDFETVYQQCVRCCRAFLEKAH
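Assay system: LMPTP-A phosphatase enzyme | Input: 0.625 nM enzyme | Also added: Fluorogenic phosphatase substrate OMFP at 400 µM final | Compound dosing: One test concentration per compound, 20 µM, with 3% DMSO overall | Schedule: 50 min enzyme reaction at room temperature, protected from light | Signal: Fluorescence intensity | Benchmarks: no-enzyme and uninhibited controls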
MT1-MMP act inh = inhibitors of human MT1-MMP activation; HT1080 RFP-PRO-GFP cells, GFP/RFP ratio fluorescence, overnight; percent of plate control window, DMSO zero; GFP/RFP ratio change, % at 20 µM; P50281; 360,000 tested, 0.061% active;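 active means GFP/RFP ratio change of at least 30% with cell ATP level not reduced by more than half and red fluorescence within 50% of control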; further: strong numbers were not always called active
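Assay system: HT1080 RFP-PRO-GFP cells | Dosing: 20 µM single dose, 1% DMSO | Incubation: Cells overnight before dosing, compound overnight, 37 °C, 5% CO2 | Evaluation: GFP/RFP fluorescence ratio | Control set: DMSO-only wells and HT1080 RFP-L50D-GFP cell wells as references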
Rpn11 block = blocks the human proteasome subunit Rpn11 | O00487 | human 26S proteasome, Ub4-pepOG fluorescence polarization; 20S core pre-blocked with epoxomicin | calls only at 20 µM | 360,000 tested, 0.59% active | AID 588493;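 active means inhibition at 20 µM, scaled to each plate's controls, above about 33%, limit read from the data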
NRP1-CendR mod = alters CendR peptide binding to human NRP-1; inhibition, % at 25 µM; FAM-RPARPAR peptide binding to NRP-1, fluorescence polarization; 360,000 tested, 0.85% active; O14786;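 active means inhibition or corrected inhibition above about 18%, plus a signal ratio from 0.5 to 1.5, limit read from the data, passing the limit was not always enough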; further: strong numbers were not always called active
Scp-1 inhibitor = blocks human Scp-1 phosphatase activity; Recombinant Scp1, phosphopeptide, malachite green phosphate absorbance; AID 493091; 340,000 tested, 0.88% active; inhibition, % at 20 µM;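 active means inhibition above about 50% at 20 µM, limit read from the data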;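 further: plate controls were DMSO wells with enzyme for no effect and wells lacking enzyme for full effect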
Target sequence (Q9GZU7 76-261 limits assumed): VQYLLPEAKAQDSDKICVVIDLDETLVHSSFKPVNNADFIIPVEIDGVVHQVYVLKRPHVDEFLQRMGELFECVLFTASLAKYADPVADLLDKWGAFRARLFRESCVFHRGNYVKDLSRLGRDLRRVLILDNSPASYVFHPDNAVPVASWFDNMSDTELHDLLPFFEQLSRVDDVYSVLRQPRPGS
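Test system – truncated SCP-1 phosphatase (76-261aa) · Reagent – Phosphorylated 17-residue peptide substrate · Incubation – 45 min room-temperature reaction, 5 min colour, 30 min stabiliser · Detection – colorimetric phosphate reagent with accelerator and stabiliser, absorbance at 630 nm · Measure – % inhibition at 20 µM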
SKN-1 block = inhibitors of C. elegans SKN-1 | 360,000 tested, 0.49% active | inhibition, % at 21.8 µM | C. elegans VP596 Pgst-4::GFP/RFP ratio, acrylamide-induced, 24 h;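 active means interference check ratio from 0.5 to 1.5 plus GFP to RFP signal ratio inhibition reaching or exceeding a fixed threshold, cut at about 30% in these data, passing the limit was not always enough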; further: some compounds called inactive have numbers as strong as hits
DNMT1 block = inhibitors of human DNMT1; DNMT1 molecular beacon, Hinp1I cleavage, fluorescence; AID 588458; 360,000 tested, 0.83% active; inhibition (reported as % activation of signal), % at 10 µM; P26358; in the data active means inhibition above about 50%
NadD inh = NadD (S. aureus) enzyme inhibition. purified NadD enzyme, colorimetric absorbance read-out. inhibition, % at 20 µM. 360,000 tested, 0.78% active. AID 602399; in the data active means inhibition above about 26%; further: some compounds past the cut are filed as inactive
Numbers without * were called inactive; i = inactive; nt = not tested or not shown.

SMILES	STEP block	SUMO1 PPI mod	LMPTP inh	MT1-MMP act inh	Rpn11 block	NRP1-CendR mod	Scp-1 inhibitor	SKN-1 block	DNMT1 block	NadD inh
CC(C)c1ccc2nc(SCC(=O)NCC3CCCO3)c(C#N)cc2c1 (stereo not drawn)	1	-4	0.8	-2	i	-8	-7	17	0	1
O=C(O)C1CC=CCC1C(=O)N1CCc2ccccc21 (stereo not drawn)	5	-2	1.2	3	i	4	52*	8	33	9
Cc1ccc(CN2CCN(Cc3cnc(N(C)C)s3)CC2CCO)o1 (stereo not drawn)	-3	-1	1.4	0	i	8	-5	-5	1	-2
O=[N+]([O-])c1ccccc1S(=O)(=O)Oc1ccccc1/C=N/n1cnnc1	0	-1	-0.7	6	i	11	2	-10	-1	-4
CCCOc1ccccc1C1NC(=O)NC(C)=C1C(=O)OCCOC (stereo not drawn)	6	-3	-1.5	1	i	-2	-4	-12	-1	-10
COC(=O)N[C@H](c1ccccc1)[C@@]1(C)C[C@@H]1[C@@H](C)C(=O)Nc1ccc2ccccc2c1	-3	5	1.1	3	i	4	1	-1	-2	1
Cc1ccc(Cl)c2c1NC(=O)C2(O)CC(=O)c1ccc(F)cc1 (stereo not drawn)	-6	2	0.8	0	i	-8	-1	-8	4	-7
CSc1ccc(CN(C)CC(=O)Nc2ccc(C)cc2Br)cc1	-2	-3	-8.0	-1	i	-26	-4	10	6	26
O=C(O)c1cccc(N2C(=O)c3cccc4cccc(c34)C2=O)c1	0	-28	-2.2	4	i	-5	8	-14	4	-4
O=C(CN1C(=O)C(=O)N(C2CCCC2)C1=O)Nc1ccc(F)cc1F	2	-4	-1.2	3	i	9	-5	-7	-1	0
COc1ccc(C(=O)NC2CCC(O)CC2)cc1S(=O)(=O)NCc1ccc(Cl)cc1 (stereo not drawn)	-4	2	-0.9	16	i	1	8	-27	-5	-1
Cc1cccc(-c2noc(CN(C)C(=O)c3ccc4c(c3)OCO4)n2)c1	1	6	0.0	0	i	7	-10	-24	1	-5
CCOC(=O)N1CCC(NC(=O)c2ccc3snnc3c2)CC1	-2	-4	-0.5	-3	i	-2	-9	-4	-4	7
COc1ccc(CNC(=O)CS(=O)CC(=O)O)cc1OC (stereo not drawn)	-2	-2	-1.0	-1	i	6	-4	14	-6	0
CCCCOC(=O)Nc1sc2c(c1C(=O)OC)CCC2	4	-2	3.3	-5	i	-9	0	6	2	6
COCCN(C(=O)CCC(=O)Nc1ccccn1)C(C(=O)NCCC(C)C)c1ccc(F)cc1 (stereo not drawn)	0	0	-0.1	1	i	22	-8	10	-1	-2
Cc1nnc(NC(=O)CC(NC(=O)C(F)(F)F)c2ccccc2)s1 (stereo not drawn)	1	1	-0.4	3	i	7	18	9	-4	0
O=c1nc(SCc2ccc(Cl)cc2)nc(-c2ccccc2)[nH]1	-2	14	0.0	8	i	-4	-7	13	-1	0
CC(C)C[C@H](NC(=O)[C@@H]1Cc2c([nH]c3ccccc23)C2c3ccccc3C(=O)N21)C(=O)N1CCC[C@@H]1C(=O)O (stereo partly drawn)	-1	4	-1.2	-6	i	-10	15	-4	-3	6
CC(/C=N/NC(=O)c1ccccc1F)=C\c1ccccc1	-2	-20	-0.2	2	i	6	-11	2	3	-8
CCCNC(=O)C1(C)CCN(C(=O)c2cccnc2Oc2ccccc2)C1 (stereo not drawn)	1	-1	-0.5	1	i	11	nt	3	5	1
CC(=O)Nc1ccccc1-c1nc2cc(C#N)c(C#N)cc2[nH]c1=O	1	-23	-0.8	-1	i	-2	-10	-18	-3	4
Cc1nn(C)c(N)c1-c1ccccc1	-1	0	-1.3	-4	i	-8	-5	-16	0	-10
CCCCS(=O)(=O)N1CCCC(C(=O)Nc2ccc3c(c2)CCC3)C1 (stereo not drawn)	0	7	-0.7	-1	i	-6	-9	2	1	-2
CCNC(=S)N(CCc1c(C)[nH]c2ccc(C)cc12)Cc1cc(OC)c(OC)c(OC)c1	3	5	0.3	-1	i	-1	6	5	-8	-6

Going on with the list.
SMILES	STEP block	SUMO1 PPI mod	LMPTP inh	MT1-MMP act inh	Rpn11 block	NRP1-CendR mod	Scp-1 inhibitor	SKN-1 block	DNMT1 block	NadD inh
Cc1ccc(C(=O)CSc2nnc(C3CC3)n2C2CC2)s1	-2	-7	-0.3	-2	i	12	-5	16	5	-3
CCOC(=O)N1C(=O)NC(=O)C1c1ccc(OC)cc1 (stereo not drawn)	1	-8	-1.0	0	i	8	7	-12	3	0
Cc1cc(-n2c(C)cc(C(=O)COc3ccc(Cl)cc3C(N)=O)c2C)no1	4	-2	-0.2	-4	i	-6	-2	0	-7	0
CN(CC(=O)Nc1ccc(Cl)cc1)C(=O)c1cccc(S(=O)(=O)N(C)C)c1	-1	-1	-1.6	6	i	-1	-6	12	6	1
COc1cccc(CN(C)CC(=O)Nc2ccccc2C(=O)Nc2ccccc2)c1OC	4	-1	0.3	-5	i	-2	-7	8	1	-10
OCCC1CN(Cc2nc3ccccc3s2)CCN1C1CCCC1 (stereo not drawn)	-3	4	-0.4	4	i	8	6	-17	3	-3
CCN(CC)S(=O)(=O)c1ccc2c(c1)[nH]c(=S)n2CC	1	2	-2.1	5	i	8	-4	-5	0	-4
Cc1cc(NC(=O)C(C)SCC(=O)Nc2cccc(S(=O)(=O)N3CCCCCC3)c2)no1 (stereo not drawn)	2	-9	-8.2	1	i	9	-10	-5	3	-6
Cc1ccsc1CCNC(=O)C1CCC(=O)N(CCc2cccc(F)c2)C1 (stereo not drawn)	-2	-5	0.7	-2	i	-6	-2	12	0	0
COc1ccc(C(=O)N2CCN(c3ncccn3)CC2)cc1	-3	5	-3.0	2	i	6	-4	-8	-1	-3
O=C(COC(=O)C1=COCCO1)Nc1ccc2c(c1)OCO2	-8	-1	-0.3	-4	i	17	-11	-9	11	1
Cc1cccc(N2CCN(c3ccc(C(N)=O)cc3[N+](=O)[O-])CC2)c1C	0	-7	1.0	0	i	10	-9	6	9	11
CC(=O)Nc1cc(NC(C)=O)c(CC(C)C)s1	1	1	-1.4	4	i	4	3	-3	6	2
COc1ccc(/C=C/C(=O)OCC(=O)Nc2ccc(S(N)(=O)=O)cc2)cc1OC	-2	-10	-0.3	0	i	12	-8	8	-4	-8
CSCCC(NC(=O)C12CC3CC(CC(C3)C1)C2)C(=O)OCC(=O)c1ccc(C)cc1 (stereo not drawn)	-1	19	-0.9	-3	i	-1	5	6	18	2
c1ccc(-n2ncc3c(NCC4CCCO4)ncnc32)cc1 (stereo not drawn)	0	-1	-1.3	1	i	3	1	12	0	2
O=C(COc1ccccc1Cl)NCCNC(=O)c1cccnc1	0	6	0.2	1	i	11	-1	10	1	-10
Cc1[nH]c2ccccc2c1/C=N/NC(=O)c1cc(-c2ccccc2)n[nH]1	0	12	0.6	0	i	-10	-4	-14	-9	12
COc1ccc(NC(=O)CCOc2ccccc2)cc1	2	-3	0.5	2	i	-16	5	5	-12	7
COc1ccc(CN2C(=O)C(CC(=O)NCCN3CCOCC3)CC(C(=O)N(C(C)C)C(C)C)=C2C)cc1 (stereo not drawn)	-1	5	-2.3	1	i	-3	nt	-3	13	4
CCOC(=O)Nc1sc(C)nc1-c1ccccc1	3	-2	-1.6	2	i	10	0	4	2	1
Cc1cc(C)c(NC(=O)CS(=O)CC(=O)Nc2ccc(N3CCOCC3)cc2)c(C)c1 (stereo not drawn)	1	-1	-0.6	-3	i	11	-3	35*	1	2
COC(=O)c1cnc(Nc2nc(C(N)COCc3ccccc3)cs2)nc1C(F)(F)F (stereo not drawn)	-2	-11	-2.3	2	i	-12	nt	1	-3	5
CCOC(=O)C1CCN(CC(O)COC(CC)c2ccccc2)CC1 (stereo not drawn)	-2	6	-2.8	4	i	2	-9	22	1	-3
CCN(Cc1ccccc1)S(=O)(=O)c1ccc(S(=O)(=O)N2CCN(CCC#N)CC2)cc1	0	0	0.7	-13	i	-1	-8	-3	-1	4

Some of these compounds in order of the MT1-MMP act inh value, falling.
SMILES	MT1-MMP act inh
CN(CC(=O)Nc1ccc(Cl)cc1)C(=O)c1cccc(S(=O)(=O)N(C)C)c1	6
CCOC(=O)C1CCN(CC(O)COC(CC)c2ccccc2)CC1 (stereo not drawn)	4
Cc1cc(-n2c(C)cc(C(=O)COc3ccc(Cl)cc3C(N)=O)c2C)no1	-4
COc1cccc(CN(C)CC(=O)Nc2ccccc2C(=O)Nc2ccccc2)c1OC	-5

Grouped by structure, the entries above with a CF3 group.
SMILES	STEP block	SUMO1 PPI mod	LMPTP inh	MT1-MMP act inh	Rpn11 block	NRP1-CendR mod	Scp-1 inhibitor	SKN-1 block	DNMT1 block	NadD inh
Cc1nnc(NC(=O)CC(NC(=O)C(F)(F)F)c2ccccc2)s1 (stereo not drawn)	1	1	-0.4	3	i	7	18	9	-4	0
COC(=O)c1cnc(Nc2nc(C(N)COCc3ccccc3)cs2)nc1C(F)(F)F (stereo not drawn)	-2	-11	-2.3	2	i	-12	nt	1	-3	5

Continuation:
SMILES	STEP block	SUMO1 PPI mod	LMPTP inh	MT1-MMP act inh	Rpn11 block	NRP1-CendR mod	Scp-1 inhibitor	SKN-1 block	DNMT1 block	NadD inh
Cc1ccc(Nc2cc(C)nc(-c3ccccc3)n2)cc1	-4	4	5.3	-5	i	-1	1	-5	5	-7
COc1ccc(NC(=O)NC2CCCc3ccccc32)cc1OC (stereo not drawn)	-2	-1	-0.5	2	i	20	-11	9	-6	3
CC(O)(c1ccccc1)c1nc(-c2csc3ccccc23)cs1 (stereo not drawn)	2	-1	2.0	1	i	-15	nt	-4	4	-16
O=C(OC1CSc2nc3ccccc3n2C1)c1ccco1 (stereo not drawn)	-5	-1	0.0	4	i	-6	-15	2	0	-3
COc1ccc(S(=O)(=O)c2c(O)c3ccc(C(=O)Nc4ccccc4F)cc3[nH]c2=O)cc1	1	34	1.0	1	i	-2	8	5	2	-2
COc1ccc(CNC(=O)COC(=O)CCc2c[nH]c3ccccc23)cc1	-2	0	1.7	1	i	6	5	6	10	4
COCCNC(=O)C1(C)CCCN(C(=O)c2cnc3ccccc3n2)C1 (stereo not drawn)	-2	-6	-2.5	0	i	7	nt	9	3	1
Cc1ccc(-c2n[nH]c(=O)c3ccccc23)cc1S(=O)(=O)NCCN1CCOCC1	-2	0	0.0	0	i	12	3	-2	-3	0
Cc1n[nH]c(=O)c2c(NC(=O)CSc3cc(Cl)ccc3Cl)oc(C)c12	2	-20	-4.4	0	i	6	-5	13	6	5
COc1ccccc1NC(=O)Nc1ccc2c(c1)OCCO2	-1	5	1.1	4	i	8	-13	10	0	8
CC(=O)c1cccc(-n2c(CCC(=O)O)ccc2-c2ccccc2)c1	2	-7	0.2	-2	i	1	-16	13	-1	-3
C[C@@H]1CN([C@@H](C)CO)C(=O)c2cc(NC(=O)Nc3ccc4c(c3)OCO4)ccc2O[C@H]1CN(C)S(=O)(=O)c1ccc(F)cc1	2	-9	0.4	-7	i	2	1	4	-5	13
